Screening results: PubChem, several laboratories
rCAG binder: binders of r(CAG) RNA repeats, primary screen, biochemical, fluorescence; r(CAG) RNA repeat, TO-PRO-1 dye displacement fluorescence; inhibition, % at 3 µM; 1.3% of 370,000 active; AID 651821, 2012;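 active = inhibition above the plate cutoff, the mean of all test compounds on that plate plus 3 SD, cut at about 35% in these data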;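 also: 0% = DMSO alone and 100% = 100 µM mitoxantrone as full dye displacement; higher means more dye released from RNA so lower well fluorescence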
MBD2 DNA inh: inhibitors of MBD2 binding to methylated DNA, primary screen, biochemical, TR-FRET, DNA-binding domain, human; MBD2 binding to methylated oligonucleotide; inhibition, % at 4.4 µM; 0.31% of 370,000 active; in the data active = inhibition above about 13%
Target sequence (Q9UBB5 whole entry, looked up, the tested form may be a part): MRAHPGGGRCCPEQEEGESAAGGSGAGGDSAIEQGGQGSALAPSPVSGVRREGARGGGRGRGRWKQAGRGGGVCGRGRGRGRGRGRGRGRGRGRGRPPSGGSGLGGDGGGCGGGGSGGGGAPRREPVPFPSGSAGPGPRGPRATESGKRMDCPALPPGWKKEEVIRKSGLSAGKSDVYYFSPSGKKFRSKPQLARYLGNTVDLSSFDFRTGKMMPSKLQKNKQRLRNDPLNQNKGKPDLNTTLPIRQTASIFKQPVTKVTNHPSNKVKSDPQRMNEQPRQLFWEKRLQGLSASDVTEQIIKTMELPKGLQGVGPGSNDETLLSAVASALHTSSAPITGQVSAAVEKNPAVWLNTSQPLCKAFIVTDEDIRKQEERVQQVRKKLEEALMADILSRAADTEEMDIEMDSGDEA
TDP2 inh: human TDP2 enzyme inhibitors, primary screen, biochemical, epi absorbance, recombinant enzyme; T5PNP hydrolysis, p-nitrophenol absorbance 415 nm; 0.34% of 370,000 active; inhibition, % at 12.8 µM;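 active = inhibition above the mean of all tested compounds plus 3 SD, set per campaign, cut at about 25% in these data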;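 also: 0% = DMSO with enzyme and 100% = buffer with substrate but no TDP2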
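Incubation: 2 h at 37 °C; Test system: recombinant human TDP2; Quantity: enzyme 120 nM; Read-out basis: percent inhibition; Medium: 50 mM Tris-HCl pH 7.5 with Mg2+, KCl, DTT, BSA; Repeats: single replicate; Compound: 12.8 µM single point, 1% DMSO; Signal: epi absorbance; Reagent: 5 mM T5PNP chromogenic substrate; Benchmarks: no-enzyme high, DMSO-plus-enzyme low.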
TCR CD3 inh: inhibitors of human TCR-CD3 interaction, primary screen, biochemical, fluorescence, TAMRA-labeled TCR probe | T-cell receptor (TCR) | inhibition, % at 9.4 µM | 0.37% of 360,000 active; in the data active = inhibition above about 19%;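 also: recombinant mutant TCR 2C K166C tagged with TAMRA read by polarization; 0% = receptor in buffer alone and 100% = receptor with positive control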
SIAE inh: human SIAE inhibitors, primary screen, biochemical, fluorescence polarization, FP-Rh probe, 1536-well HTS | SIAE FP-Rh probe binding | inhibition, % at 9.66 µM | 0.69% of 370,000 active | AID 1053197, 2014;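 active = inhibition above a cutoff: mean of compounds within the control limits plus 3 SD of those, cut at about 17% in these data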;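 also: 0% = plate median of compound wells and 100% = probe without SIAE protein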
Target sequence (Q9HAT2 whole entry, looked up): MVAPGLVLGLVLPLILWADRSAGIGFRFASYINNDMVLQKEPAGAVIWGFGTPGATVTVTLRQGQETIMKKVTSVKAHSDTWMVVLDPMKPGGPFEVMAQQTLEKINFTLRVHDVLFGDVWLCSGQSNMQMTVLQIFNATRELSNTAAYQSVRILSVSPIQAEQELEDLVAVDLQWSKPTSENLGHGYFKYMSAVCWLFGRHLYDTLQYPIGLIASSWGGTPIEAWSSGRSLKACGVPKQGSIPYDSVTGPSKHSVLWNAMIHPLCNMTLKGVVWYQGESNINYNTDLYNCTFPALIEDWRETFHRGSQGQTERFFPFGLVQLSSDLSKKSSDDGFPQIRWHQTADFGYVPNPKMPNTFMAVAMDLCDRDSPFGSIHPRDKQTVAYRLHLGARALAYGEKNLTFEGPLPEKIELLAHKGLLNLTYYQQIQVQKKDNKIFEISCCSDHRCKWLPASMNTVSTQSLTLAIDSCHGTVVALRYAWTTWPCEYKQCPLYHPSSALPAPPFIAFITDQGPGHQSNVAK
NPR2 activator: human GC-B receptor activators, primary screen, HEK293 GC-B cells, cGMP TR-FRET, EC30 CNP; Atrial natriuretic peptide receptor 2 (Homo sapiens), P20594; 0% at EC30 CNP, 100% saturating CNP; activation, % at 10 µM; 0.11% of 370,000 active;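 active = activation at 10 µM reaching about 35% in either raw or pattern-adjusted values, limit read from the data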
LEDGF integ inh: blockers of LEDGF/p75-dependent integrase strand transfer – biochemical, TR-FRET, high throughput, primary screen; HIV-1 integrase (with human LEDGF/p75); TR-FRET IN-LEDGF/p75 DNA integration, Eu/Cy5; inhibition, % at 3.7 µM; 0.64% of 370,000 active; AID 743269, 2014;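 active = inhibition above the screen-wide mean plus 3 SD, cut at about 13% in these data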;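 also: signal is the Cy5 over europium emission ratio at 671 and 618 nm; 0% = plate median of compound wells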
ABHD4 inh: ABHD4 inhibitors, primary screen, biochemical, fluorescence polarization, mouse; (Lyso)-N-acylphosphatidylethanolamine lipase (Mus musculus), Q8VD66; purified mABHD4, FP-Rh probe fluorescence polarization; inhibition, % at 8.92 µM; 0.54% of 370,000 active;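 active = inhibition exceeding the mean over every tested compound plus 3 SD, cut at about 30% in these data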;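 also: 0% = plate median of compound wells and 100% = S159A mutant with DMSO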
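Doses – 8.92 µM, single dose · Material – wild-type mouse ABHD4 protein · Replication – single well per compound (singlicate) · Measure – percent inhibition of probe binding, normalized to plate controls · Schedule – 45 min compound pre-incubation plus 60 min probe step, 25 °C · Detection – fluorescence polarization with parallel and perpendicular emission, 525/598 nm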
HTRA1 inhibitor: HTRA1 serine protease inhibitors, primary screen, biochemical, fluorescence polarization, HTS; Q92743; recombinant HTRA1, FP-rhodamine activity-based probe; inhibition, % at 5.96 µM; 0.5% of 340,000 active; AID 504803, 2011; in the data active = inhibition above about 36%;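 also: 0% = enzyme with DMSO and 100% = wells lacking enzyme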
PRMT1 inh: PRMT1 methyltransferase inhibitors, primary screen, biochemical, fluorescence polarization. Protein arginine N-methyltransferase 1 (Homo sapiens), Q99873. recombinant PRMT1, activity-based probe fluorescence polarization. inhibition, % at 2.79 µM. 1.3% of 370,000 active. AID 652257, 2013;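 active = inhibition above about 21% made by adding two undisclosed values, limit read from the data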
* marks the source's active call; other numbers are inactive results; nt = no result given. These rows are one share of the data; rates above refer to the full screens.

SMILES	rCAG binder	MBD2 DNA inh	TDP2 inh	TCR CD3 inh	SIAE inh	NPR2 activator	LEDGF integ inh	ABHD4 inh	HTRA1 inhibitor	PRMT1 inh
CCOn1c(=O)c(-c2ccc(OC)c(OC)c2)[n+]([O-])c2ccccc21	-5	-4	6	-5	6	-2	0	4	1	-3
CCN(CC)S(=O)(=O)c1ccc2c(c1)nc(SC(C)C(=O)NCC1CCCO1)n2CC (stereo not given)	-10	0	-12	-2	-9	5	0	0	-5	-3
CCOC(=O)C1CCCN(C(=S)Nc2cc(C)cc(C)c2)C1 (stereo not given)	-7	7	-8	2	0	-1	1	0	-3	-1
S=C(NCc1ccco1)NCc1ccco1	11	3	6	4	8	-1	34*	9	0	27*
O=C(Cc1ccccc1)N1CCC(O)(c2cccnc2)CC1	0	-6	-8	-2	10	0	4	4	-4	-1
O=C(NCC1OCCc2ccccc21)c1ccc(NC(=O)c2ccc(Cl)cc2Cl)cc1 (stereo not given)	1	-7	0	7	-5	8	-1	-9	1	-4
C/C(=N\N1CCN(Cc2ccccc2Cl)CC1)c1ccc([N+](=O)[O-])cc1	-2	1	3	-2	0	2	0	5	5	6
Nc1c(N(CCC2=CCCCC2)C(=O)c2ccco2)c(=O)[nH]c(=O)n1Cc1ccccc1	0	-3	-13	6	-1	1	1	8	-9	5
Cc1cc(C(=O)Nc2ccccc2[N+](=O)[O-])cs1	-2	5	-3	-2	-2	-1	-2	16	5	3
O=C(CCC1CCCN(C(=O)c2cc(F)ccc2F)C1)N1CCN(c2ccccn2)CC1 (stereo not given)	0	3	-5	4	4	6	0	3	-1	0

Complete entries, looked up by structure. Order of screens: rCAG binder, MBD2 DNA inh, TDP2 inh, TCR CD3 inh, SIAE inh, NPR2 activator, LEDGF integ inh, ABHD4 inh, HTRA1 inhibitor, PRMT1 inh
O=C(Cc1ccccc1)N1CCC(O)(c2cccnc2)CC1 as listed: 0, -6, -8, -2, 10, 0, 4, 4, -4, -1
O=C(NCC1OCCc2ccccc21)c1ccc(NC(=O)c2ccc(Cl)cc2Cl)cc1 (stereo not given) as listed: 1, -7, 0, 7, -5, 8, -1, -9, 1, -4
CCOC(=O)C1CCCN(C(=S)Nc2cc(C)cc(C)c2)C1 (stereo not given) as listed: -7, 7, -8, 2, 0, -1, 1, 0, -3, -1
Cc1cc(C(=O)Nc2ccccc2[N+](=O)[O-])cs1 as listed: -2, 5, -3, -2, -2, -1, -2, 16, 5, 3

Remaining list, next part:
SMILES	rCAG binder	MBD2 DNA inh	TDP2 inh	TCR CD3 inh	SIAE inh	NPR2 activator	LEDGF integ inh	ABHD4 inh	HTRA1 inhibitor	PRMT1 inh
Cc1ccc2c(c1)N(CC(=O)Nc1nccs1)C(=O)CO2	2	-3	6	7	1	1	1	-1	1	-2
O=C(NCc1ccccc1)c1c[nH]c2ccccc2c1=O	-1	-4	-5	4	2	0	-2	-5	-13	1
O=C1CCCN1CC(=O)N1CCCC(Nc2cccc(F)c2)C1 (stereo not given)	-5	5	-8	-4	3	8	-4	2	3	2
CC(C)(C)OC(=O)[C@H](CCCCN)NC(=O)c1nc[nH]c1C(=O)N[C@@H](CCCCN)C(=O)OC(C)(C)C	13	4	-8	-5	-1	2	-3	-2	-1	3
NS(=O)(=O)c1cccc(NC(=O)CCCNC(=O)c2ccc(Cl)cc2)c1	2	-4	-6	7	-4	0	-5	-5	0	-5
CN1CCCCC(NC(=O)C(C)(C)C)C1=O (stereo not given)	2	-3	-3	-1	-1	2	-1	2	nt	-1
S=C(NCc1ccc2[nH]c3c(c2c1)CCCC3)Nc1ccccc1	11	3	5	1	23*	9	-5	14	17	1
COc1cc(NC(=S)N(C)C)c(OC)cc1Cl	-4	2	9	6	4	3	2	-1	nt	-3
CCOC(=O)c1c(C)n(C)c2ccc(OCC(O)CN3CCC(C)CC3)cc12 (stereo not given)	1	1	-4	-4	0	-1	3	-3	3	-4
O=C(Cc1nn[nH]n1)c1ccccc1O	1	3	11	1	1	-6	2	6	10	0
CC1CC(Nc2ccccc2)c2ccccc2N1C(=O)c1ccncc1 (stereo not given)	-5	-5	15	7	10	-1	1	-4	7	-3
CCOc1ccc(CCN2C(=S)N([C@@H](Cc3ccccc3)CN3CCC[C@@H]3CN3C(=S)NC[C@@H]3CC(C)C)C[C@@H]2Cc2ccccc2)cc1	8	-7	-11	3	-5	-1	7	-5	nt	-2
O=C(CC[C@H]1O[C@@H](n2ccc(=O)[nH]c2=O)[C@H](O)[C@@H]1O)N[C@H](Cc1ccccc1)C(=O)NCCCc1ccccc1	2	-7	5	6	-2	2	1	0	nt	-1
Cn1nc(-c2ccccc2)cc1NC(=O)C1CCCCC1	-2	1	5	1	0	-14	2	1	-6	-1
O=C(COC(=O)c1ccccc1O)NC1CCCc2ccccc21 (stereo not given)	1	0	1	5	-8	-6	0	0	4	-7
NC(CC(=O)O)c1cccc(OCc2ccccc2)c1 (stereo not given)	-1	3	8	9	3	4	1	5	6	-1
O=C(/C=C/c1ccccc1)NC1CC2CCC1C2 (stereo not given)	-2	-5	9	-1	-3	1	0	-2	-1	-1
Cc1ccc(N(C(=O)Cn2nnc(-c3ccc(C)o3)n2)C(C(=O)NC2CCCC2)c2ccco2)cc1 (stereo not given)	6	0	6	-3	-7	2	-1	3	3	3
COc1cc(NC(=O)c2ccco2)c(OC)cc1NC(=O)CSc1nnc(-c2cccs2)n1C	-1	-2	10	3	3	-2	3	4	-5	1
O=C(CSc1nnc(CNC(=O)c2ccco2)o1)c1ccc(Cl)cc1	5	5	4	1	-8	2	-1	-6	-6	0
COc1ccc(NC(=O)Cc2coc3ccc4ccccc4c23)cc1S(=O)(=O)N1CCOCC1	9	-5	-8	-2	-14	-3	4	-19	-28	-5
CCOC(=O)C1CCCN(C(=O)CN(c2ccc(OC)cc2)S(=O)(=O)c2c(C)noc2C)C1 (stereo not given)	-4	-6	8	1	0	-14	1	-2	-2	1
O=C1COc2ccc(C(=O)CSc3ccc(Br)cc3)cc2N1	4	-6	-13	-2	-14	-6	5	-13	-17	1
Cc1ccc(C)c(NC(=O)CN(C)C(=O)c2ccc3c(=O)n4c(nc3c2)CCC4)c1	0	-3	5	11	4	-5	5	-7	3	-1
CCC1CN(C(=O)N2CCC(C(=O)NCCc3ccccc3)CC2)c2ccccc2O1 (stereo not given)	-10	-3	16	10	3	-1	0	-4	-2	-4
COc1ccc(-c2nnc(NC(=O)c3ccccc3C)o2)cc1	5	-2	-3	4	-6	-3	2	-9	4	-4
O=C(CNC(=O)c1ccc(Cl)cc1)NC1CCCCC1	1	-1	-1	1	5	4	3	-2	4	-2
O=S(=O)(c1cc(F)ccc1F)N1CCN(c2ccccn2)CC1	-2	2	4	-4	9	9	-5	4	-5	-1
COc1cccc(N(CC(=O)Nc2ccccc2C)S(C)(=O)=O)c1	1	-2	6	2	8	-5	0	1	1	-2
C=CCOc1ccc(CNCC2CCCO2)cc1 (stereo not given)	0	22*	9	1	2	9	13	0	2	-5
COCCNc1cc(C)nc2cc(-c3ccc(C)cc3)nn12	0	-2	2	-6	-4	-9	-4	0	-13	-1
CCCCN(CCCC)S(=O)(=O)c1ccc(C(=O)Nc2nnc(CSC)o2)cc1	1	2	3	-2	-2	4	0	2	5	-1
COc1cc(OC)nc(Oc2cc(C=O)ccc2OC)n1	-4	2	2	2	3	1	-1	2	-4	5
Cc1cc(C(=O)NC2CCCN(Cc3ccc(Cl)cc3)C2)c(C)o1 (stereo not given)	6	3	1	5	9	0	6	-6	-20	-1
Cc1cccc(C(=O)NCCC(=O)NCc2ccccc2Cl)c1	-2	-4	4	-2	4	3	0	5	-3	-1
Cn1nc(-c2ccccc2)cc1NC(=O)c1ccc(Cl)cc1	1	-3	6	3	-3	1	3	-10	-12	0
CC(C)C(NC(=O)c1ccc(Cl)cc1)C(=O)O (stereo not given)	-2	6	-2	-6	-7	3	3	-2	3	3
CCOC(=O)c1c(-c2ccc(Cl)cc2)cn2ccccc12	0	-5	-6	0	3	0	-1	2	-2	0
O=c1cc(-c2ccccc2)n(S(=O)(=O)c2ccc3ccccc3c2)o1	2	-2	15	-4	2	-1	2	15	-3	1
CCc1cccc(NC(=O)COC(=O)c2c(-c3ccccc3)noc2C)c1	-1	4	-5	1	-6	0	-3	-16	-17	0

Entries above printed as active in SIAE inh.
SMILES,MBD2 DNA inh,TDP2 inh,TCR CD3 inh,SIAE inh,NPR2 activator,LEDGF integ inh,HTRA1 inhibitor,PRMT1 inh
S=C(NCc1ccc2[nH]c3c(c2c1)CCCC3)Nc1ccccc1,3,5,1,23*,9,-5,17,1

Remaining list, next part:
SMILES	rCAG binder	MBD2 DNA inh	TDP2 inh	TCR CD3 inh	SIAE inh	NPR2 activator	LEDGF integ inh	ABHD4 inh	HTRA1 inhibitor	PRMT1 inh
CCn1c(CNC(=O)c2ccccc2Cl)cc2ccccc21	0	-1	-12	4	-7	2	-2	-4	-3	1
O=S(=O)(Cc1ccc(Cl)cc1)c1ccccc1-c1nnc(-c2ccccc2)o1	-1	-5	4	2	-3	-3	1	5	1	-4
COc1ccc(CNc2ccccc2SC)cc1OC	0	3	5	3	2	2	1	1	-10	2
COc1ccc2c(CN3CCN(C(C)=O)CC3)cc(=O)oc2c1	2	-6	8	-1	1	0	3	0	nt	-4
COc1cc2c(cc1OC)C(C(=O)O)C(c1ccc(C)o1)N(C)C2=O (stereo not given)	-1	-2	3	10	0	-4	-1	4	6	0
Cc1ccccc1NC(=O)Cn1nnc2c(cnn2-c2ccc(F)cc2)c1=O	1	-2	4	1	-10	-3	0	10	-11	1
Cc1ccc(S(=O)(=O)c2nc(-c3ccco3)oc2SCC(=O)NCC2CCCO2)cc1 (stereo not given)	4	-1	3	4	-2	-3	-1	4	2	-2
CC(C)C(NS(=O)(=O)c1ccc2c(c1)OCCO2)C(=O)NCCc1ccccn1 (stereo not given)	-5	6	-8	0	3	3	2	5	-1	-1
CN1CCCCc2c1nc1c(c2N)CCCC1	0	-1	9	1	-2	-1	-2	11	3	1
OCCN(CC#CC(O)(c1ccccc1)c1cccc(F)c1)CCO (stereo not given)	-8	9	1	-1	0	-2	-5	6	5	4
c1ccc(C(Cc2nc(-c3cccnc3)no2)c2ccccc2)cc1	2	3	3	2	1	-10	7	-12	-12	1
Cc1ccc2nsnc2c1NC(=O)c1ccc2c(c1)OCCO2	-2	2	4	-5	0	3	-1	-3	-3	1
N#CC1=C2Sc3ccccc3N2CCCC1=O	-1	2	0	-1	0	-1	-2	-1	5	4
COc1ccc(C(=O)N2CCN(c3nc4ccccc4o3)CC2)cc1OC	0	-1	2	9	2	-2	-1	2	-5	-3
